# Tb PFK inh – qHTS Assay to Find Inhibitors of T. brucei phosphofructokinase; ATP-dependent 6-phosphofructokinase (Trypanosoma brucei brucei), O15648; T. brucei PFK, ADP-Glo luminescence; Potency, µM (top dose mostly 57.5 µM), for inactives: at the highest dose activity, negative = inhibition, hits mostly inhibitors; hit rate 0.17% among 330,000; AID 485367, 2010;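 note: potency is the fitted concentration of half-maximal effect; 0% = uninhibited 1x PFK enzyme wells and -100% = no-enzyme wells; nearly all actives have a fitted effect of over 60% in size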
# Target sequence (O15648 whole entry, looked up): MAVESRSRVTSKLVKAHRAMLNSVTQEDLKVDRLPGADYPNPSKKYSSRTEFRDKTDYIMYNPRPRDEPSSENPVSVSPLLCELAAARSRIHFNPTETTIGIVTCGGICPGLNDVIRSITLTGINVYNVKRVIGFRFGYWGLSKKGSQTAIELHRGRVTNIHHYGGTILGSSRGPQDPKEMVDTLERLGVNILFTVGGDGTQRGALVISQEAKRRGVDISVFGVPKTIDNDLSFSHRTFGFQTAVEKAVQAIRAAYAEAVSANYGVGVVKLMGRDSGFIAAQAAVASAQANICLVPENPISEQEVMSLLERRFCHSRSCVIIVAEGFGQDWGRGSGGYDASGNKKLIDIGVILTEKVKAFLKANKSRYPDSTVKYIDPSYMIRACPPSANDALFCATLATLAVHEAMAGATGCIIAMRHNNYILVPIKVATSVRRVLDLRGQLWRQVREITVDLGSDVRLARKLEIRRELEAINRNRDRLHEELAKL
#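 PFK 1.25 nM, F6P 0.5 mM, ATP 0.1 mM, 0.1 M TEA pH 8.0, 5 mM MgCl2, 0.01% Tween20, 0.1% BSA; 45 min RT. ADP-Glo readout. qHTS titration up to 57 uM; curves fitted, compounds curve-classed.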
# Eya2 inh – qHTS Assay for Inhibitors of the Phosphatase Activity of Eya2. Potency, µM (doses to about 76.9 µM), for the others: at the highest dose activity, negative = inhibition, actives largely listed as inhibitors. hit rate 0.006% among 330,000. recombinant Eya2, OMFP fluorescence dephosphorylation (OMFP is methylfluorescein phosphate). Protein phosphatase EYA2 (Homo sapiens), O00167. AID 488837, 2010; note: potency is the fitted concentration of half-maximal effect; % is set by controls: 0 for no effect and ±100 for the full control effect
#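 Eya2 (0.2 uM) preincubated 10 min at ambient with compound, then OMFP substrate added at 50 uM; 10 min reaction in 50 mM HEPES pH 7.5, 50 mM NaCl, 5 uM MgCl2, 0.05% BSA, 1 mM DTT. Fluorescence read at Ex 485/Em 525 nm.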
# uPA surface inh – qHTS for Inhibitors of Cell Surface uPA Generation. Potency, µM (titrated, usually from 38.3 µM), for the others: at the top dose activity change, negative = inhibition, usual class: inhibitors. hit rate 0.31% among 330,000. cell surface uPA generation assay, qHTS; active = well fitted inhibition curve with a large enough effect; inconclusive = small, poorly fitted or top-dose-only effect; inactive = no such curve, though single readings can be large or run the other way; tested in mouse RAW 264.7 cells; note: potency is the fitted concentration of half-maximal effect; % is set by controls: 0 for no effect and ±100 for the full control effect; nearly all actives have a fitted effect of over 55% in size
# Mito fusion yeast – qHTS Assay for Small Molecule Inhibitors of Mitochondrial Division or Activators of Mitochondrial Fusion; S. cerevisiae fusion-defective mutant growth rescue, CellTiterGlo 48 h; Potency, µM (series often up to 46.1 µM), inactives show at the top dose growth rescue (activation), most hits filed as activators; hit rate 0.23% among 320,000;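 note: potency is the fitted concentration of half-maximal effect; % of control where 0% means no effect; nearly all actives have a fitted effect of over 45% in size; temperature-sensitive fusion mutants such as fzo1-1 at 37 °C on non-fermentable ethanol glycerol medium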
#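 Growth-rescue viability read-out: after 48 h at the non-permissive 37C in glycerol/ethanol YPEG, yeast mitochondrial fusion mutants are measured by CellTiterGlo luminescence; compounds (23 nl pinned per well) restoring growth score as division inhibitors or fusion activators.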
# TSHR antag – Antagonists of the Thyroid Stimulating Hormone Receptor: HTS campaign | TSHR-expressing cells, TSH-stimulated cAMP HTRF, 2 h; active compounds read low | hit rate 0.2% among 330,000 | activity change, negative = inhibition, % at 11.5 µM | Thyrotropin receptor (Homo sapiens), P16473;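 active = activity change below a set negative limit, meaning inhibition stronger than a set level, cut at about -70% in these data; inconclusive = activity change between two set negative limits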; note: % is set by controls: 0 for no effect and ±100 for the full control effect
#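 Inhibition of cAMP made by TSHR-expressing cells under TSH stimulation (4nM final, EC80; 2 h, 37 deg C) is quantified with a one-step lysis HTRF kit, anti-cAMP cryptate versus cAMP-d2.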
# ELG1 DNA repair – qHTS screen for small molecules that inhibit ELG1-dependent DNA repair in human embryonic kidney (HEK293T) cells expressing luciferase-tagged ELG1; Potency, µM (doses to about 46.1 µM), without a hit: top-dose activity change, negative = inhibition, most hits filed as inhibitors; AID 504467, 2011; HEK293T ELG1-luciferase reporter, luminescence, 16 h; DNA damage induced by 5-fluorouridine; hit rate 2.3% among 330,000; note: potency is the fitted concentration of half-maximal effect; % is set by controls: 0 for no effect and ±100 for the full control effect; nearly all actives have a fitted effect of over 55% in size
#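 Quantitative HTS, concentration-response format. 2,000 cells/well co-treated with 5-fluorouridine and compound, 16 hr in 5% CO2 at 37 °C; ONE-Glo luminescence read after 30 min.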
# PTAP TSG101 blk – qHTS Assay for Iinhibitors of HIV-1 Budding by Blocking the Interaction of PTAP/TSG101 | Tumor susceptibility gene 101 protein (Homo sapiens), Q99816 | Fluorescence polarization, FITC-PTAP peptide / Tsg101 binding | Potency, µM (doses to about 115 µM), without a hit: at the highest dose activity change, negative = inhibition, actives largely listed as inhibitors | 340,000 tested, under 10 active; active = well fitted inhibition curve with a large enough effect in the main read-out, with a control signal flat, not every such curve was filed as active; inconclusive = small, poorly fitted or top-dose-only effect, or effect the other way, or a change in a side signal; inactive = no such curve, though single readings can be large or run the other way; note: potency is the fitted concentration of half-maximal effect; % of control where 0% means no effect
#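 FP read-out: FITC-PTAP peptide, 50 nM final, binding Tsg101 binding domain, 10 uM final; 20 min, r.t.; 10 mM HEPES pH 7.5, 0.15 M NaCl, 0.01% Tween 20, 3 mM EDTA, 0.1 mM TCEP.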
# Chronic BCR inh – qHTS Assay to Find Inhibitors of Chronic Active B-Cell Receptor Signaling. ABC-DLBCL IkBa-CBG/CBR reporter, luminescence ratio, 4 h. Potency, µM (top dose mostly 46.1 µM), for the others: at the highest dose ratio change, negative = lower green/red ratio, usual class: inhibitors. hit rate 0.05% among 340,000; active = well fitted inhibition curve with a large enough effect in the signal ratio, with a control signal flat, not every such curve was filed as active; inconclusive = small, poorly fitted or top-dose-only effect, or effect the other way, or a change in a side signal; the % refers to the signal ratio;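 note: potency is the fitted concentration of half-maximal effect; plate controls were basal doxycycline-induced cells for no effect and cells given 10 µM MG132 for full effect; MG132 reads +100%, hits lower the ratio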
#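 TMD8 ABC-DLBCL cells carrying doxycycline-inducible green luciferase fused to IkappaBalpha plus unfused red luciferase were exposed to compounds (up to 46 uM) for 4 hrs at 37C. Activity came from the overlap-corrected green/red luminescence ratio.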
# TCR act – Activators of T cell receptors: qHTS campaign | primary human leukocytes, anti-CD3, IL-2 HTRF, 48 h | Potency, µM (titrated, usually from 9.22 µM), inactives show top-dose activation of IL-2 secretion, usual class: activators | 330,000 tested, under 10 active; note: % of control where 0% means no effect
#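 Primary human leukocytes incubated 48 hr with anti-CD3 beads plus compound, without co-stimulation. Secreted IL-2 measured by HTRF (europium cryptate/d2 anti-IL-2 pair, 320 nm excitation, 665 nm emission).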
# B2AR arrestin – qHTS assay of beta-arrestin-biased ligands of beta2-adrenergic receptor; Beta-2 adrenergic receptor (Homo sapiens), P07550; beta-arrestin recruitment to beta2AR, cell-based reporter; Potency, µM (highest dose often 46.1 µM), without a hit: at the top dose activation, actives largely listed as activators; hit rate 0.02% among 330,000;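 note: potency is the fitted concentration of half-maximal effect; 0% = DMSO controls and full agonism = EC100 isoproterenol or metaproterenol; nearly all actives have a fitted effect of over 65% in size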
# USP2a block – qHTS Assay for Inhibitors of Ubiquitin-specific Protease USP2a Using CHOP2 as the Reporter; AID 463254, 2010; USP2 core, Ub-CHOP2 coupled fluorogenic reporter, 485/531; hit rate 0.01% among 330,000; Potency, µM (series often up to 38.3 µM), inactives show at the highest dose activity change, negative = inhibition, actives largely listed as inhibitors;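 note: potency is the fitted concentration of half-maximal effect; plate controls were DMSO wells for no effect and full inhibition by NEM control for full effect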
# Target sequence (O75604 whole entry, looked up): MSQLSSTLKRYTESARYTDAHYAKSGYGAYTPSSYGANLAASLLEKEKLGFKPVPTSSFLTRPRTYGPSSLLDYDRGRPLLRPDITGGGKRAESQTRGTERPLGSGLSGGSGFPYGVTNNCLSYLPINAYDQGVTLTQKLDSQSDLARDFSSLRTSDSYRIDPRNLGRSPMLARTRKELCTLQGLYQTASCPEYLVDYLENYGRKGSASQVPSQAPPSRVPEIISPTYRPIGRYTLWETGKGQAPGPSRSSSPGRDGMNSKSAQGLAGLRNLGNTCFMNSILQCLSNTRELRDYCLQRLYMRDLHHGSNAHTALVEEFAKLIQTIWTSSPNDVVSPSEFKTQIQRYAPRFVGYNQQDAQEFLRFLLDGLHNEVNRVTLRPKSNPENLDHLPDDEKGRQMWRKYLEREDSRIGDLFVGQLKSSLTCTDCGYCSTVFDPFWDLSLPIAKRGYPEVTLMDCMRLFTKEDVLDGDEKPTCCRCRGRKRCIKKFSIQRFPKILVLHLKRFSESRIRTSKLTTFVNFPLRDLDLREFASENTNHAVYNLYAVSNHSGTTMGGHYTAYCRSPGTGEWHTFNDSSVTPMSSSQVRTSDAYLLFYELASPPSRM
#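 Cell-free coupled assay: 10nM USP2 core preincubated 30min RT with compound in Tris-HCl pH 8.0/CaCl2/CHAPS buffer, then 25nM Ub-CHOP2 and 25nM reporter substrate; fluorescence (Ex 485/Em 531) read after 60min RT, normalized to NEM inhibition, concentration-response curves fitted.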
# Active calls of the source: *; ? = inconclusive; / = not tested or not shown; [ ] = another dose, or the depositor's remark. Unless noted, calls come from the whole dose curve; as a rule, active = well fitted curve in the direction sought with a large enough effect; inconclusive = small, poorly fitted or top-dose-only effect, or another doubt; inactive = no such curve, though single readings can be large; an effect the other way counts as inactive or inconclusive.
# Results follow in this order: Mito fusion yeast	Eya2 inh	PTAP TSG101 blk	Chronic BCR inh	TCR act	B2AR arrestin	ELG1 DNA repair	uPA surface inh	Tb PFK inh	TSHR antag	USP2a block
COC(=O)N1C(=O)[C@@](c2ccccc2)(C2CCCC2)N1C(=O)OC
 : 1%	1%	-7%	?	0%	?	-16%	7.1µM*	-9%	20	-4%
COC(=O)Cc1cc(=O)n2[nH]c(C)cc2n1
 : -4%	1%	-8%	?	1%	-0.5%	4%	0%	-5%	3	4%
CC(=O)Nc1ccc2c(c1)nc(CCNC(=O)c1ccccc1)n2C
 : -1%	-2%	-4%	-1%	4%[46.1 µM]	0.1%	15%	6%	-5%	12	-1%
O=C1N=C(N2CCOCC2)S/C1=C/c1cc2c(cc1[N+](=O)[O-])OCO2
 : 2%	13%	-1%	?	6%	-0.9%	?	-5%	-5%	-8	1%
O=C(N/N=C/c1ccc([N+](=O)[O-])cc1)c1cnccn1
 : 0%	-8%	-1%	?	6%	-0.7%	?	0%	-13%	3	-1%
CCOC(=O)c1oc2ccc(S(=O)(=O)n3nc(-c4ccc(C)cc4)cc3N)cc2c1C
 : 0%	-7%	-2%	5%	2%	-0.2%	-16%	-7%	-1%	1	3%
N#Cc1ccccc1-n1c(N)c(C(=O)N2CCCC2)sc1=S
 : 4%	5%	-2%	?	-44%	-0.4%	-7%	-4%	1%	14	1%
COc1cc(CN2CCCCCC2)cc(Br)c1O
 : -3%	-2%	-1%	3%	-34%	-1.0%	-4%	-2%	-2%	-13	0%
O=C(NCCCC(NC(=O)OCc1ccccc1)C(=O)O)OCc1ccccc1 (configuration not stated)
 : -1%	-7%	-2%	-2%	-1%	0.0%	-3%	5%	2%	4	3%
COc1cc(NC(=O)c2cccc(COCC(F)(F)C(F)F)c2)cc(OC)c1OC
 : 0%	-10%	-6%	-24%	0%[46.1 µM]	0.4%	?	2%	-7%	-8	-6%
CCCCN(C)CCN1C(=O)C2C(C(=O)Nc3cccc(OC)c3)C3C=CC2(O3)C1C(=O)NC1CCCCC1C (configuration not stated)
 : 3%	-9%	-2%	0%	-2%	-0.6%	19%	-7%	0%	15	-4%
CCS(=O)(=O)N1CCN(c2ccc(C(=O)N3CCOCC3)cc2[N+](=O)[O-])CC1
 : 1%	0%	0%	1%	1%	-1.1%	-2%	7%	0%	10	-1%
Cc1ccc(S(=O)(=O)CC(O)COc2ccc(C#N)cc2)cc1 (configuration not stated)
 : 3%	-7%	-2%	0%	1%	0.1%	-3%	/	-2%	-4	3%
COc1cc(NS(=O)(=O)c2ccc(N/C=C(\C=O)c3nc4ccccc4o3)cc2)nc(OC)n1
 : 0%	-3%	-1%	14%	4%[46.1 µM]	-0.6%	12%	-5%	25%	-14	0%
Cc1ccc(S(=O)(=O)NCC(=O)OCC(=O)N(Cc2ccccc2)C(C)(C)C)cc1
 : 5%	7%	1%	4%	9%[46.1 µM]	-0.8%	7%	-1%	-5%	-6	-5%
C[C@@]12C(=O)NCC(=O)N1[C@@H]1c3cc(Br)ccc3OC[C@@H]1[C@@H]2c1ccccc1
 : /	10%	0%	3%	3%	0.4%	?	6%	9%	-4	12%
CN(CC(=O)Nc1ccccc1Br)C(=O)c1ccc(-c2ccc(Cl)cc2)o1
 : -2%	0%	/	1%	0%	0.2%	0.37µM*	?	0%	-22	-1%
CCOc1cc(/C=C/c2nc3ccccc3c(=O)[nH]2)cc(Br)c1OC
 : 0%	5%	/	2%	/	0.5%	?	/	0%	-11	2%
Cc1cc(C)n(CC(=O)N/N=C/c2cccc([N+](=O)[O-])c2)n1
 : 1%	8%	-3%	1%	3%[46.1 µM]	-0.5%	7%	-4%	2%	21	2%
NS(=O)(=O)c1ccc(CNC(=O)CC23CC4CC(CC(C4)C2)C3)cc1
 : 1%	16%	-3%	3%	-2%	-0.3%	4%	-4%	0%	-5	0%

# Overlap with the part before: 2 entries, followed by the next part.
# Results follow in this order: Mito fusion yeast	Eya2 inh	PTAP TSG101 blk	Chronic BCR inh	TCR act	B2AR arrestin	ELG1 DNA repair	uPA surface inh	Tb PFK inh	TSHR antag	USP2a block
Cc1cc(C)n(CC(=O)N/N=C/c2cccc([N+](=O)[O-])c2)n1
 : 1%	8%	-3%	1%	3%[46.1 µM]	-0.5%	7%	-4%	2%	21	2%
NS(=O)(=O)c1ccc(CNC(=O)CC23CC4CC(CC(C4)C2)C3)cc1
 : 1%	16%	-3%	3%	-2%	-0.3%	4%	-4%	0%	-5	0%
Oc1ccc(-c2sc(Nc3ccccc3)n[n+]2-c2ccc(F)cc2)cc1
 : 1%	6%	-3%	6%	17%	0.5%	38%	5%	7%	6	1%
Cc1ccccc1CSc1nnc(C)n1N
 : -4%	19%	-3%	-2%	-8%	-0.4%	9%	/	-4%	-4	2%
CCCCNC(=O)C(CC)(ONc1ccccc1C(F)(F)F)c1ccccc1OC (configuration not stated)
 : 9%	-22%	-1%	0%	0%	-0.1%	2%	-4%	?	-8	2%
O=C(Nc1ccc(Cl)cc1N1CCOCC1)C1CCCCC1
 : -4%	6%	-5%	1%	1%	1.1%	10%	-4%	-11%	-6	0%
CCC1CCC(C(=O)NC(C(=O)NCCCN2CCCCC2C)C(C)C)CC1 (configuration not stated)
 : 8%	1%	-9%	0%	-1%	-0.2%	25%	2%	2%	6	2%
Cc1ccccc1S(=O)(=O)Cc1ccc(C(=O)N(C)C2CCCCC2)o1
 : 2%	3%	-1%	0%	7%	0.1%	-2%	0%	1%	-11	1%
Cc1nc(/C(N)=N/OC(=O)c2ccc(Cl)cc2)c(C(F)(F)F)o1
 : 17%	0%	-6%	?	5%	5.9%	9%	0%	-4%	-2	-1%
C=CCN=C(NC#N)SCc1ccccc1
 : -3%	-8%	-7%	6%	-7%	-0.5%	-9%	3%	-2%	0	4%
CCOc1cc(-c2sc(Nc3ccc(CC)cc3)n[n+]2-c2ccccc2)ccc1OC
 : -5%	18%	/	-14%	4%	-0.3%	?	-13%	-10%	1	0%
COc1ccccc1NCC(=O)NN=C1CCS(=O)(=O)c2ccc(F)cc21
 : /	-30%	0%	?	3%	0.1%	-23%	6%	12%	-13	-28%
CC(=O)c1c(C)[nH]c(C(=O)CN2CCN(S(=O)(=O)c3ccccc3[N+](=O)[O-])CC2)c1C
 : -5%	11%	-7%	-15%	-3%	-0.9%	?	?	-3%	-17	0%
CC(=O)c1ccc(OCC(O)CN2CCN(CCO)CC2)cc1 (configuration not stated)
 : 2%	6%	-6%	-1%	-4%	-0.2%	23%	3%	1%	0	1%
CCN1C(=O)C2(Nc3ccccc3-c3nc4ccccc4n32)c2cc(OC)ccc21 (configuration not stated)
 : 0%	16%	-4%	?	-2%	0.2%	?	0%	-2%	5	5%
COc1ccc(CNC(=O)C2CCN(C(=O)Cc3ccccc3)CC2)cc1
 : 2%	10%	-1%	11%	-4%	0.0%	1%	1%	0%	-5	0%
Clc1ccc(-c2cc(-c3ccccc3)on2)cc1
 : -2%	23%	-1%	?	6%	-0.1%	?	1%	-13%	-2	0%
